aSyn yeast inh – qHTS of alpha-syn Inhibitors; Yeast expressing alpha-synuclein, growth rescue, BacTiter-Glo, 24 h; Potency, µM (doses to about 46.1 µM), without a hit: at the highest dose growth rescue (activation), actives largely listed as activators; 0.14% of 370,000 active; AID 652106, 2013; note: potency is the fitted concentration of half-maximal effect; % of control where 0% means no effect; nearly all actives have a fitted effect of over 65% in size
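Rescue of yeast growth: cells expressing toxic alpha-synuclein, induced in galactose at OD600 0.02, incubated with compound 24 h at 30 C. ATP luminescence quantified growth; inhibitors of toxicity appear as activators.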
D3 ag – qHTS of D3 Dopamine Receptor Agonist: qHTS. 0.58% of 410,000 active. D3R DiscoveRx beta-arrestin cells, luminescence, 90 min. D(3) dopamine receptor (Homo sapiens), P35462. max activation, %; in the data active = max activation above about 30%; note: 0% is about no effect; mostly tested at two doses, the higher about 12 µM
Target sequence (P35462 whole entry, looked up): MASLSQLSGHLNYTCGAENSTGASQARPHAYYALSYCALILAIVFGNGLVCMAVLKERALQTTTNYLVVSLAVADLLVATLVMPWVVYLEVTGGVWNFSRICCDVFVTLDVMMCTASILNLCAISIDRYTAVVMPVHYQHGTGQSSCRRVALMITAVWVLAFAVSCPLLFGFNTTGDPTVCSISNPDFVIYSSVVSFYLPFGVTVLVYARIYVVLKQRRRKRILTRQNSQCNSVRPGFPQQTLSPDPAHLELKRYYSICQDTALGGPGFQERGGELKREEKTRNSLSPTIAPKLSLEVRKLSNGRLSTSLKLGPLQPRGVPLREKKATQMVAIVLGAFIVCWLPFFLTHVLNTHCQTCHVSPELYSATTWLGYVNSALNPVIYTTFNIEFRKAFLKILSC
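Agonist-mode cell screen: cells plated at 1500/well and incubated overnight at 37 °C, then exposed to library compounds for 90 min at 37 °C. Detection reagent was added for 30–60 min at room temperature, and luminescence was read.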
D3 antag – qHTS of D3 Dopamine Receptor Antagonist: qHTS | D3R cells, DiscoveRx beta-arrestin luminescence, antagonist mode; stronger effect = lower value | max response, negative = inhibition, % | 2.5% of 360,000 active; in the data active = max response below about -50%; inconclusive = no clear call, values can overlap the other calls; note: % is set by controls: 0 for no effect and ±100 for the full control effect; mostly tested at two doses, the higher about 12 µM
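Cells expressing the human receptor were seeded at 1500 cells/well, incubated overnight at 37 degrees C in 5% CO2, then exposed to library compounds with dopamine controls for 90 minutes at 37 degrees C before luminescent detection.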
GLP1R inv ag – qHTS of GLP-1 Receptor Inverse Agonists (Inhibition Mode); 1.6% of 410,000 active; Potency, µM (top dose mostly 38.3 µM), for the others: at the top dose activity change, negative = inhibition, actives largely listed as inhibitors; HEK293 GLP-1R CRE-luciferase, luminescence, 24 h; GLP-1R form is constitutively active; Glucagon-like peptide 1 receptor (Homo sapiens), P43220; AID 624417, 2012; note: potency is the fitted concentration of half-maximal effect; % is set by controls: 0 for no effect and ±100 for the full control effect; nearly all actives have a fitted effect of over 55% in size
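HEK293 cells stably co-expressing a cAMP-responsive luciferase reporter and constitutively active GLP-1R were seeded, incubated 12 h, then exposed to compounds for 24 h at 37 C. Luminescence was read 12 min after detection reagent; inverse agonists lower signal.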
GLP1R ag – qHTS of GLP-1 Receptor Agonists; Potency, µM (titrated, usually from 45.6 µM), for the others: top-dose activation, most hits filed as activators; HEK293 GLP-1R CRE-luciferase, luminescence, 4-6 h; cells express a hypersensitive GLP-1R form; Glucagon-like peptide 1 receptor (Homo sapiens), P43220; 0.007% of 380,000 active; note: potency is the fitted concentration of half-maximal effect; % of control where 0% means no effect
KB-V1 MDR tox – qHTS assay for MDR1-selective chemotherapeutics: Primary screen using the drug-selected MDR subline cells KB-V1 | KB-V1 MDR cells viability, CellTiter-Glo, 72 h | Potency, µM (top dose mostly 46.1 µM), for the others: at the highest dose activity change, negative = cytotoxicity, hits mostly cytotoxic | 3.4% of 400,000 active | AID 1347076, 2019; note: potency is the fitted concentration of half-maximal effect; % is set by controls: 0 for no effect and ±100 for the full control effect; nearly all actives have a fitted effect of over 60% in size
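Following 72 h at 37 degrees C with compound, KB-V1 cell viability was read by CellTiter-Glo luminescence, medium being phenol-red-free DMEM plus 10% FBS; concentration-response parameters came from normalized, curve-fitted qHTS data.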
PTHR1 ag – qHTS for PTHR1 Agonists: Primary Screen | Potency, µM (titrated, usually from 115 µM), inactives show top-dose activation, hits mostly activators | Parathyroid hormone/parathyroid hormone-related peptide receptor (Homo sapiens), Q03431 | HEK293 GP2 PTHR1 cells, GloSensor cAMP luminescence, 1 h | AID 743266, 2014 | 0.075% of 410,000 active; note: potency is the fitted concentration of half-maximal effect; nearly all actives have a fitted effect of over 55% in size; some results filed as inactive show a strong effect at the top dose; inactives centre near -15; many of its hits are not listed in these tables
Target sequence (Q03431 whole entry, looked up): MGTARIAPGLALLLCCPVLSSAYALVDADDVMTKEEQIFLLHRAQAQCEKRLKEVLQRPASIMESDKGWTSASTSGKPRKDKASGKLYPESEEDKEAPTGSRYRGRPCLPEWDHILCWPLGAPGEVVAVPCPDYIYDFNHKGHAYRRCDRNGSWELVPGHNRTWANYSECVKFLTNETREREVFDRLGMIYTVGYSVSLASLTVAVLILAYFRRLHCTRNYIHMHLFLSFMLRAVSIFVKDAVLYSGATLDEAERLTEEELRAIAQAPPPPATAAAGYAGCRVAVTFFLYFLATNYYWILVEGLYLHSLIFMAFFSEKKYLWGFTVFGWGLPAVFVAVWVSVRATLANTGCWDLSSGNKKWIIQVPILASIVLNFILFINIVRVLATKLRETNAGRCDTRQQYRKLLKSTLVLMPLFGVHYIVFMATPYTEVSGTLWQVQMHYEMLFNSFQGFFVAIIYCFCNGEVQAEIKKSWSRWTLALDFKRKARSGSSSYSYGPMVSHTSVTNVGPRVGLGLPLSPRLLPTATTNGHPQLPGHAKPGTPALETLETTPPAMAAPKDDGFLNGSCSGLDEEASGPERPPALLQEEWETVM
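HEK-293-derived GP2 cells expressing PTHR1 and a GloSensor cAMP reporter, 3,000/well, plated overnight, given luciferin plus IBMX (each 0.5 mM as added) for 1 h at 37 °C, then compound for 1 h at 37 °C. Luminescence was read after 15 min at room temperature.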
TDP43 rescue – qHTS of TDP-43 Inhibitors; TDP-43 expressing yeast growth rescue, BacTiter-Glo, 24 h; Potency, µM (top dose mostly 46.1 µM), without a hit: at the highest dose growth rescue (activation), hits mostly activators; 1.8% of 410,000 active; note: potency is the fitted concentration of half-maximal effect; % of control where 0% means no effect; nearly all actives have a fitted effect of over 50% in size
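Luminescence from BacTiter-Glo reports growth of TDP-43-expressing yeast after 24 hr at 30 deg C with compound. Cells were raffinose-pregrown to mid-log, then seeded in galactose medium at OD600=0.02.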
GLP1R cytotox – qHTS of GLP-1 Receptor Inverse Agonists: Cytotox Screen; HEK293 cAMP-luciferase reporter cells, luminescence, 24 h; Potency, µM (series often up to 38.3 µM), for inactives: at the top dose activity change, negative = inhibition, usual class: inhibitors; 0.13% of 410,000 active; AID 624418, 2012;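 note: loss of luciferase light is scored as toxicity; potency is the fitted concentration of half-maximal effect; % is set by controls: 0 for no effect and ±100 for the full control effect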
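A 23 nL compound transfer followed 12 hours of cell culture at 37 deg C; exposure then lasted 24 hr. Luciferase assay detection reagent was dispensed and plates read for luminescence after a 12 min room-temperature wait.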
Numbers without * were called inactive; & = joins results of further samples; [ ] = another dose, or the depositor's remark. Unless noted, calls come from the whole dose curve; as a rule, active = well fitted curve in the direction sought with a large enough effect; inconclusive = small, poorly fitted or top-dose-only effect, or another doubt; inactive = no such curve, though single readings can be large; an effect the other way counts as inactive or inconclusive. Only part of the results is shown. The share of hits here may be higher or lower than overall.

For O=C(CSc1nc2ccccc2s1)NNC(=O)Nc1ccc(Cl)c(Cl)c1 the results were aSyn yeast inh 1%, D3 ag -1, D3 antag -19, GLP1R inv ag inconclusive, GLP1R ag 3%, KB-V1 MDR tox 3%, PTHR1 ag -31%[inhibitor], TDP43 rescue -4% and GLP1R cytotox 9%.
O=C(Cn1cc(COc2ccc3ccc(=O)oc3c2)nn1)c1ccc(O)cc1 was read as aSyn yeast inh 2%, D3 ag -10, D3 antag -3, GLP1R inv ag -2%, GLP1R ag 3%, KB-V1 MDR tox -9%, PTHR1 ag 8%, TDP43 rescue 11% and GLP1R cytotox 15%.
`Cc1cc(C)c2c(N)c(S(=O)c3ccc(C(C)(C)C)cc3)sc2n1` (stereo not given) gave aSyn yeast inh 25%, D3 ag 1, D3 antag -6, GLP1R inv ag -8%, GLP1R ag 5%, KB-V1 MDR tox -3%, PTHR1 ag -23%, TDP43 rescue -2% and GLP1R cytotox 12%.
`CCOC(=O)c1ccc(NC(=O)CSc2nc(-c3cccs3)cc(C(F)(F)F)c2C#N)cc1` gave aSyn yeast inh -4%&3%, D3 ag 9, GLP1R inv ag 17%, KB-V1 MDR tox 0%, PTHR1 ag 25%, TDP43 rescue 11% and GLP1R cytotox 1%.
CCOc1ccc(-n2c(SCc3nc(-c4ccc(OC)cc4)no3)nnc2-c2ccncc2)cc1 was read as D3 ag 1, GLP1R inv ag -27%, KB-V1 MDR tox 8%, PTHR1 ag -12%, TDP43 rescue 0% and GLP1R cytotox -1%.
`Cn1c(=O)[nH]c2ncccc21` gave aSyn yeast inh 1%, D3 ag 2, D3 antag 17, GLP1R inv ag 11%, GLP1R ag 7%, KB-V1 MDR tox -1%, PTHR1 ag inactive, TDP43 rescue 13% and GLP1R cytotox -3%.
For CC(CCCC(C)(C)O)CC1C2=C(CCCC2=O)OC2=C1C(=O)CCC2 (stereo not given) the results were aSyn yeast inh 4%, D3 ag -3, D3 antag 4, GLP1R inv ag 5%[7.66 µM], GLP1R ag -1%, KB-V1 MDR tox inconclusive, PTHR1 ag -10%, TDP43 rescue -16% and GLP1R cytotox 17%[7.66 µM].
For Cc1cc(C(=O)OCC(=O)NC2CCCC2)c2ccccc2n1 the results were aSyn yeast inh 2%, D3 ag 3, D3 antag 1, GLP1R inv ag 6%, GLP1R ag 5%, KB-V1 MDR tox 14%, PTHR1 ag -9%, TDP43 rescue -19% and GLP1R cytotox 0%.
`COc1ccc(C(=O)Nn2c(C)ccc2C)cc1OC` gave aSyn yeast inh -7%, D3 ag 2, D3 antag 6, GLP1R inv ag 33%[activator], GLP1R ag -10%, KB-V1 MDR tox 14%, PTHR1 ag -39%[inhibitor][57.5 µM], TDP43 rescue 4% and GLP1R cytotox -1%.
For CCC(=O)N1CCCc2cc(S(=O)(=O)N3CCC(C(=O)NCc4ccc(F)cc4)CC3)ccc21 the results were D3 ag -19, GLP1R inv ag 7%, KB-V1 MDR tox inconclusive, PTHR1 ag -18%, TDP43 rescue -19% and GLP1R cytotox 0%.
Screening CC1=C(C(=O)Nc2ccccc2C(=O)NC2CCCCC2C)SCCO1 (stereo not given) returned aSyn yeast inh -17%, D3 ag -4, D3 antag -11, GLP1R inv ag 10µM*, GLP1R ag 1%, KB-V1 MDR tox -9%, PTHR1 ag -37%[inhibitor], TDP43 rescue inconclusive and GLP1R cytotox 0%.
Cc1ccc2ncc(C(=O)Nc3ccc(OC(F)(F)F)cc3)c(=O)n2c1 was read as D3 ag -17, GLP1R inv ag 21%, KB-V1 MDR tox inconclusive, PTHR1 ag -35%, TDP43 rescue 0% and GLP1R cytotox 8%.

Arranged by number of heavy atoms (smallest number first): some entries from above
`COc1ccc(C(=O)Nn2c(C)ccc2C)cc1OC` gave aSyn yeast inh -7%, D3 ag 2, D3 antag 6, GLP1R inv ag 33%[activator], GLP1R ag -10%, KB-V1 MDR tox 14%, PTHR1 ag -39%[inhibitor][57.5 µM], TDP43 rescue 4% and GLP1R cytotox -1%.
Screening CC1=C(C(=O)Nc2ccccc2C(=O)NC2CCCCC2C)SCCO1 (stereo not given) returned aSyn yeast inh -17%, D3 ag -4, D3 antag -11, GLP1R inv ag 10µM*, GLP1R ag 1%, KB-V1 MDR tox -9%, PTHR1 ag -37%[inhibitor], TDP43 rescue inconclusive and GLP1R cytotox 0%.
CCOc1ccc(-n2c(SCc3nc(-c4ccc(OC)cc4)no3)nnc2-c2ccncc2)cc1 was read as D3 ag 1, GLP1R inv ag -27%, KB-V1 MDR tox 8%, PTHR1 ag -12%, TDP43 rescue 0% and GLP1R cytotox -1%.

Next part:
COCCNC(=O)c1ccc(NS(=O)(=O)c2cc(C)ccc2C)cc1 was read as aSyn yeast inh 3%, D3 ag -1, D3 antag 28, GLP1R inv ag -7%, GLP1R ag -15%, KB-V1 MDR tox inconclusive, PTHR1 ag inactive, TDP43 rescue -16% and GLP1R cytotox 9%.
Screening CCC1NC(=O)c2cccnc2-n2c1nc1cc(C)cc(C)c1c2=O (stereo not given) returned aSyn yeast inh 5%, D3 ag 1, D3 antag 1, GLP1R inv ag 15%, GLP1R ag -1%, KB-V1 MDR tox 0%, PTHR1 ag -24%, TDP43 rescue inconclusive and GLP1R cytotox 0%.
For Cc1nn(C)c(C)c1/C=N/NC(=O)C(C)(C)Oc1ccc(Cl)cc1 the results were aSyn yeast inh 4%, D3 ag -11, D3 antag -12, GLP1R inv ag -6%, GLP1R ag 14%, KB-V1 MDR tox 1%, PTHR1 ag inactive, TDP43 rescue -9% and GLP1R cytotox 7%.
`COc1ccc(-c2sc(Nc3ccc(F)c(F)c3F)nc2CCC(=O)NN)cc1` gave aSyn yeast inh -2%, D3 ag 9, D3 antag -8, GLP1R inv ag -27%, GLP1R ag 13%, KB-V1 MDR tox 10%, PTHR1 ag inactive, TDP43 rescue 2% and GLP1R cytotox 1%.
CCOc1cc(CNC(=O)c2ccc(NC(=O)c3nsc4ccccc34)cc2)ccc1OC was read as D3 ag -9, GLP1R inv ag 2%, PTHR1 ag -31%, TDP43 rescue 11% and GLP1R cytotox -3%.
Screening CCOc1ccc(OCC(=O)N(C)c2c(N)n(Cc3ccccc3)c(=O)[nH]c2=O)cc1 returned aSyn yeast inh -6%, D3 ag 2, D3 antag 7, GLP1R inv ag 9%, GLP1R ag 1%, KB-V1 MDR tox 6%, PTHR1 ag 23%, TDP43 rescue -16% and GLP1R cytotox 6%.
`Cc1ccc(NC2CC(=O)N(c3ccc(C)cc3)C2=O)cc1` (stereo not given) gave aSyn yeast inh -4%, D3 ag -1, D3 antag 19, GLP1R inv ag 41%, GLP1R ag -10%, KB-V1 MDR tox 9%, PTHR1 ag inactive, TDP43 rescue -2% and GLP1R cytotox 4%.
Cc1ccc(C(=O)OCC(=O)Nc2cc(C(C)(C)C)no2)c(C)c1 was read as aSyn yeast inh 6%, D3 ag 0, D3 antag 11, GLP1R inv ag inconclusive, GLP1R ag -3%, KB-V1 MDR tox -2%, PTHR1 ag -46%[inhibitor], TDP43 rescue 4% and GLP1R cytotox -8%.
`Cn1c(=O)cc(OCCCC(=O)N2CCN(c3ccccn3)CC2)c2ccccc21` gave aSyn yeast inh -4%, D3 ag 2, D3 antag 13, GLP1R inv ag 6%, GLP1R ag 7%, KB-V1 MDR tox 0%, PTHR1 ag -15%[57.5 µM], TDP43 rescue 7% and GLP1R cytotox 5%.
Screening O=C(Nc1nc2ccccc2s1)C1CCN(S(=O)(=O)c2cc([N+](=O)[O-])ccc2Cl)CC1 returned aSyn yeast inh 8%, D3 ag 10, D3 antag 19, GLP1R inv ag inconclusive, GLP1R ag -3%, KB-V1 MDR tox 13µM*, PTHR1 ag -9%, TDP43 rescue 11% and GLP1R cytotox -21%.
For CCOC(=O)c1c(C)oc(NC(=O)CCl)c1C(=O)OCC the results were aSyn yeast inh -10%, D3 ag 1, D3 antag -2, GLP1R inv ag 1%, GLP1R ag -1%, KB-V1 MDR tox 9%, PTHR1 ag inactive, TDP43 rescue -5% and GLP1R cytotox 4%.
CC(C)CC(c1nnnn1CC1CCCO1)N1CCN(c2nc3ccccc3s2)CC1 (stereo not given) was read as aSyn yeast inh 0%, D3 ag 8, D3 antag -7, GLP1R inv ag -26%, GLP1R ag 1%, KB-V1 MDR tox -3%, PTHR1 ag inactive, TDP43 rescue 24% and GLP1R cytotox -14%.
For CCOc1cc2c(cc1OCC)C(c1ccc(OC)cc1)N(c1ccccc1)C(=O)C2 (stereo not given) the results were aSyn yeast inh -1%, D3 ag -4, D3 antag -6, GLP1R inv ag 16%, GLP1R ag 1%, KB-V1 MDR tox -15%, PTHR1 ag 6%, TDP43 rescue -6% and GLP1R cytotox -4%.

Source: PubChem BioAssay (National Center for Advancing Translational Sciences (NCATS))
